Screening results from PubChem.
S3 lipid droplet – qHTS Assay for Lipid Storage Modulators in Drosophila S3 Cells | Potency in µM for hits, for the others lipid storage change, negative = inhibition, % at the top dose, mostly 46.1 µM | Drosophila S3 cells, BODIPY lipid droplet fluorescence, 18-24 h; cells fed with added oleic acid | AID 2685 | 0.64% of 320,000 active; active means well fitted inhibition curve with a large enough effect in the signal ratio, with a control signal flat, not every such curve was filed as active; inconclusive means small, poorly fitted or top-dose-only effect, or effect the other way, or a change in a side signal; the % refers to the signal ratio
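Laser-scanning cytometry quantifies lipid droplet accumulation (500–530 nm total intensity; droplet/cell object ratio) in oleic acid-fed (400 uM added) Drosophila S3 cells treated with a concentration series. 20 uM Triacsin C defined 100% inhibition.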
S3 lipid droplet cell count max – recorded beside S3 lipid droplet, whose call it bears; cell number change, %; measured here: cell count max response;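 cells counted by Cell Tracker Red CMTPX staining in the red channel; peak over a dose series mostly up to 46.1 µM; percent activity relative to internal control wells on each plate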
Numbers without * were called inactive; [ ] = another dose, or the depositor's remark. On the % scale 0 is the no-effect control and ±100 the full control effect; potency means the concentration at half of the fitted maximal effect.

What do the screens show for `CC(=O)c1cccc(NC(=O)c2cc(C)no2)c1`?
S3 lipid droplet: 2%; S3 lipid droplet cell count max: 6

What do the screens show for `COc1cc(/C=C/c2cc[n+](C)cc2)ccc1OCC(=O)Nc1ccc(Cl)c(Cl)c1`?
S3 lipid droplet: inconclusive

How did c1ccc(C2(c3ccccc3)OCC(Cn3cncn3)O2)cc1 (stereo not drawn) do in these assays?
S3 lipid droplet: 7%

Results for O=C(COc1ccc(Cl)cc1Cl)NCc1ccco1 ?
S3 lipid droplet: inconclusive

How did O=C1NCCN1CCNS(=O)(=O)c1cc(C(F)(F)F)cc(C(F)(F)F)c1 do in these assays?
S3 lipid droplet: 3%

Results for O=C(c1cnn2c(C(F)F)cc(C3CC3)nc12)N1CCc2ccccc2C1 ?
S3 lipid droplet: inconclusive

What do the screens show for `S=c1[nH]nc(Cc2ccc(Cl)cc2)n1-c1ccc2c(c1)OCCO2`?
S3 lipid droplet: 22%; S3 lipid droplet cell count max: 17

What do the screens show for `Cc1cc(OCC(=O)NCCCN(C)C)cc(C)c1Br`?
S3 lipid droplet: inconclusive

Results for Cc1ccc(OCC(=O)Nc2cccc(C)n2)c(C)c1 ?
S3 lipid droplet: inconclusive

How did Cc1ccc(NC(=O)c2sc3nc(CCl)[nH]c(=O)c3c2C)c(C)c1 do in these assays?
S3 lipid droplet: inconclusive

Results for O=[N+]([O-])c1ccc(O)c(/C=N/NC(=S)Nc2ccc(Cl)cc2Cl)c1 ?
S3 lipid droplet: inconclusive

Results for Cc1c(C(=O)OCC(=O)NC2CC2)oc2ccc(Br)cc12 ?
S3 lipid droplet: inconclusive

How did O=C(Nc1ccc([N+](=O)[O-])cn1)c1ccc(Br)o1 do in these assays?
S3 lipid droplet: 23%; S3 lipid droplet cell count max: 6

How did O=C(NCC(c1ccc(F)cc1)N1CCOCC1)c1c(F)cccc1F (stereo not drawn) do in these assays?
S3 lipid droplet: -7%; S3 lipid droplet cell count max: 15

What do the screens show for `COc1ccc(C(=O)N[C@H](C(=O)OCn2nnc3ccccc3c2=O)C(C)C)cc1`?
S3 lipid droplet: inconclusive

How did CCOc1ccc(S(=O)(=O)Nc2cc(SCC(=O)O)c(O)c3ccccc23)cc1 do in these assays?
S3 lipid droplet: inconclusive

Results for CCC1CCc2c(sc(NC(=O)c3ccoc3C)c2C(N)=O)C1 (stereo not drawn) ?
S3 lipid droplet: inconclusive

Results for O=C(NCCCl)NNc1c(Cl)cc(Cl)cc1Cl ?
S3 lipid droplet: 2%

How did Cc1cc(C)n(-c2nc(NCc3cccnc3)c3c4c(sc3n2)COC(C)(C)C4)n1 do in these assays?
S3 lipid droplet: -11%; S3 lipid droplet cell count max: -6

How did CNC(=S)NCCN1CCOCC1 do in these assays?
S3 lipid droplet: inconclusive

How did COc1ccc(N(CC(=O)Nc2cccnc2)S(C)(=O)=O)cc1 do in these assays?
S3 lipid droplet: 0%; S3 lipid droplet cell count max: -3

Results for CCN1CCN(C(=S)NCCOC)CC1 ?
S3 lipid droplet: inconclusive

How did NC(=O)C1CCN(C(=O)C2CC(=O)N(c3ccc(F)cc3)C2)CC1 (stereo not drawn) do in these assays?
S3 lipid droplet: inconclusive

Results for CN(C)c1ccc(SC#N)cc1 ?
S3 lipid droplet: -10%; S3 lipid droplet cell count max: -1

How did COCc1cc(C)nc(SCC[N+](C)(C)CC(=O)Nc2cccc(C(F)(F)F)c2)c1C#N do in these assays?
S3 lipid droplet: inconclusive

Results for CCc1ccc(OCCCC(=O)NCc2ccco2)cc1 ?
S3 lipid droplet: inconclusive

Results for O=C(/C=C/c1ccc([N+](=O)[O-])cc1)/C=C/c1ccco1 ?
S3 lipid droplet: inconclusive

Results for CCC(C)(C)NC(=O)C(c1ccccc1F)N(Cc1ccco1)C(=O)Cn1nnc2ccccc21 (stereo not drawn) ?
S3 lipid droplet: inconclusive

What do the screens show for `Nc1ccc(S(=O)(=O)Nc2cnc3ccccc3n2)cc1`?
S3 lipid droplet: inconclusive; S3 lipid droplet cell count max: 10

What do the screens show for `Cc1ccc(-n2nc3ccc(N)cc3n2)cc1C`?
S3 lipid droplet: inconclusive

How did Cc1ccc(S(=O)(=O)c2nnn3c2nc(Nc2cccc(C)c2)c2ccccc23)cc1 do in these assays?
S3 lipid droplet: inconclusive

Results for CCn1c(=O)c(C(C)=O)c(O)c2ccccc21 ?
S3 lipid droplet: 11%; S3 lipid droplet cell count max: 5

What do the screens show for `COC(=O)c1cc(Br)c(=O)n(Cc2ccco2)c1`?
S3 lipid droplet: inconclusive

Results for C=CCSc1nc(N)c(C(=O)Nc2ccccc2OC)cc1C(=O)Nc1ccccc1 ?
S3 lipid droplet: inconclusive

What do the screens show for `Cc1ccc(Cl)cc1NC(=O)NCc1ccccn1`?
S3 lipid droplet: inactive; S3 lipid droplet cell count max: 6

What do the screens show for `CCOc1cc(/C=N/n2c(C)nc3sc(C)c(C)c3c2=O)ccc1O`?
S3 lipid droplet: -6%; S3 lipid droplet cell count max: 2

What do the screens show for `Cc1ccnc2nc(C(=O)Nc3ccc(S(=O)(=O)N4CCCC4)cc3)nn12`?
S3 lipid droplet: 5%; S3 lipid droplet cell count max: 11

How did Cc1ccc(N2C(=O)C3ON(c4ccccc4)C(c4ccncc4)C3C2=O)cc1 (stereo not drawn) do in these assays?
S3 lipid droplet: inactive; S3 lipid droplet cell count max: -2

How did O=S(=O)(c1ccc(Cl)cc1Br)N1CCCCC1 do in these assays?
S3 lipid droplet: 13%; S3 lipid droplet cell count max: 15

Results for CCOc1ccc(N=C(C)c2ccccc2O)cc1 ?
S3 lipid droplet: inconclusive

3 entries out of the list, ordered by SMILES length, high to low.
What do the screens show for `Cc1ccnc2nc(C(=O)Nc3ccc(S(=O)(=O)N4CCCC4)cc3)nn12`?
S3 lipid droplet: 5%; S3 lipid droplet cell count max: 11

What do the screens show for `CCOc1cc(/C=N/n2c(C)nc3sc(C)c(C)c3c2=O)ccc1O`?
S3 lipid droplet: -6%; S3 lipid droplet cell count max: 2

How did O=S(=O)(c1ccc(Cl)cc1Br)N1CCCCC1 do in these assays?
S3 lipid droplet: 13%; S3 lipid droplet cell count max: 15

Later entries.
How did COc1ccc(S(=O)(=O)NC2CCCCC2)cc1F do in these assays?
S3 lipid droplet: inactive; S3 lipid droplet cell count max: 5

What do the screens show for `COc1ccc2sc(N(CCCN(C)C)C(=O)c3ccc(C(=O)c4ccccc4)cc3)nc2c1`?
S3 lipid droplet: -8%[0.0737 µM]

Results for CCCc1cc(=O)oc2cc(C)cc(OCc3nn[nH]n3)c12 ?
S3 lipid droplet: inconclusive

How did O=C(COC(=O)c1ccccc1N1C(=O)C2C3CCC(C3)C2C1=O)c1ccccc1 (stereo not drawn) do in these assays?
S3 lipid droplet: inconclusive

Results for O=c1c2ccccc2ncn1Cc1ccco1 ?
S3 lipid droplet: inconclusive

What do the screens show for `Cc1c(C)c2ccc(OCC(=O)Nc3ccc(CN4CCOCC4)cc3)cc2oc1=O`?
S3 lipid droplet: 0%; S3 lipid droplet cell count max: 22

Results for Cc1ccc(OCCC(=O)Nc2c(C)n(C)n(-c3ccccc3)c2=O)cc1 ?
S3 lipid droplet: inactive

What do the screens show for `S=c1[nH]nc(-c2cc(-c3ccccc3)n[nH]2)n1/N=C/c1ccc(Br)s1`?
S3 lipid droplet: inconclusive

What do the screens show for `CCOc1ccc(NC(=O)C(c2ccccn2)N(C(=O)CCl)c2ccc(OC)cc2)cc1` (stereo not drawn)?
S3 lipid droplet: 5%; S3 lipid droplet cell count max: -10

What do the screens show for `O=[N+]([O-])c1ccc(N2CCN(CCO)CC2)cc1Sc1nc2ccccc2[nH]1`?
S3 lipid droplet: -5%; S3 lipid droplet cell count max: -11

What do the screens show for `CC1(C)SC2c3ccccc3C(=O)N2[C@@H]1C(=O)NCCCN1CCOCC1` (stereo partly drawn)?
S3 lipid droplet: inconclusive

What do the screens show for `Cc1ccc(NC(=O)COC(=O)C(NS(=O)(=O)c2ccc(Cl)cc2)C(C)O)c(Br)c1` (stereo not drawn)?
S3 lipid droplet: inconclusive

How did O=C(CSc1ccc(Br)cc1)Nc1ccccc1Oc1ccccc1 do in these assays?
S3 lipid droplet: 13%; S3 lipid droplet cell count max: 3

Results for O=C(COC(=O)CNS(=O)(=O)c1ccc2ccccc2c1)Nc1ccccc1Sc1ccccc1 ?
S3 lipid droplet: 4%; S3 lipid droplet cell count max: -7

How did CCOC(=O)c1c(NC(=O)c2ccccc2N(C)S(=O)(=O)c2ccccc2)sc2c1CCCC2 do in these assays?
S3 lipid droplet: inactive; S3 lipid droplet cell count max: -21

How did CCC(=O)N1CCN(c2ccc(NC(=O)COc3cccc(C)c3C)cc2)CC1 do in these assays?
S3 lipid droplet: inconclusive

What do the screens show for `CCOc1cc(/C=N/NC(=O)C2CCCC2)ccc1OC(C)C`?
S3 lipid droplet: inactive; S3 lipid droplet cell count max: 21

Results for Cc1nc2nc(C)c(NS(=O)(=O)c3ccc(C(C)(C)C)cc3)c(=O)n2[nH]1 ?
S3 lipid droplet: -7%; S3 lipid droplet cell count max: 2

Results for N#CCCN(C(=O)COC(=O)CNS(=O)(=O)c1ccc2ccccc2c1)c1ccccc1 ?
S3 lipid droplet: inconclusive

Results for CC(=O)Nc1cccc(NC(=O)CN2c3cccc4cccc(c34)S2(=O)=O)c1 ?
S3 lipid droplet: 6%; S3 lipid droplet cell count max: -13

How did COc1ccccc1CCC(=O)N(Cc1ccccc1)c1c(N)n(Cc2ccccc2)c(=O)[nH]c1=O do in these assays?
S3 lipid droplet: 6%; S3 lipid droplet cell count max: 15

How did CCS(=O)(=O)Nc1cccc(C2=NN(S(=O)(=O)CC)C(c3ccccc3)C2)c1 (stereo not drawn) do in these assays?
S3 lipid droplet: inconclusive

How did CCOc1ccccc1OCCCC(=O)OCC(=O)Nc1cccc(Cl)c1 do in these assays?
S3 lipid droplet: inconclusive

How did CCCn1c(NC(=O)CCS(=O)(=O)c2ccc(C)cc2)nc2ccccc21 do in these assays?
S3 lipid droplet: inconclusive

How did Nc1nc(N)c(C=Nc2ccc(Br)cc2)c(Nc2ccc(Br)cc2)n1 do in these assays?
S3 lipid droplet: inconclusive

How did CCN(CC)S(=O)(=O)c1ccc2oc(SCC(=O)NC3CC3)nc2c1 do in these assays?
S3 lipid droplet: inconclusive

How did Cc1cc(Nc2nc3ccccc3[nH]c2=O)n(-c2ccccc2)n1 do in these assays?
S3 lipid droplet: -1%; S3 lipid droplet cell count max: -27

Results for O=C(NC(Nc1nc2ccccc2s1)(C(F)(F)F)C(F)(F)F)c1ccccc1 ?
S3 lipid droplet: inconclusive

What do the screens show for `COc1ccccc1NS(=O)(=O)c1cc(NC(=O)CCNC(C)=O)ccc1C`?
S3 lipid droplet: 6%; S3 lipid droplet cell count max: 9

What do the screens show for `CCOC(=O)C1=C(O)/C(=C/c2ccc(OCC(=O)O)c(OCC)c2)SC1=Nc1ccc(OC)cc1`?
S3 lipid droplet: inconclusive

How did CC(=O)Nc1ccc(NC(=O)CN(C)S(=O)(=O)c2ccc3c(c2)CCC(=O)N3)cc1 do in these assays?
S3 lipid droplet: inconclusive

How did CCc1nnc(NC(=O)CSc2nnc(-c3cccnc3)n2C)s1 do in these assays?
S3 lipid droplet: inconclusive

What do the screens show for `NC(=O)c1ccsc1NC(=O)COC(=O)COc1ccccc1F`?
S3 lipid droplet: 9%; S3 lipid droplet cell count max: -3

How did CC1CN(C(=O)c2ccc(S(=O)(=O)Nc3cccc(C(F)(F)F)c3)cc2)CC(C)O1 (stereo not drawn) do in these assays?
S3 lipid droplet: inconclusive

Results for CCOc1ccc(OCCCCn2cnc3ccccc3c2=O)cc1 ?
S3 lipid droplet: 0%[9.22 µM]; S3 lipid droplet cell count max: 11

How did CC(C)c1ccc(NC(=O)C2CCN(C(=O)[C@@H]3Cc4ccccc4CN3)CC2)cc1 do in these assays?
S3 lipid droplet: inconclusive

Results for O=C(CN1CCCCC1)N/N=C/c1ccccc1OCc1ccccc1 ?
S3 lipid droplet: 3%

How did COc1ccc(OC)c(-c2cc(C(=O)N3CCCc4ccccc43)no2)c1 do in these assays?
S3 lipid droplet: 1%; S3 lipid droplet cell count max: -19

How did Cc1ccc(CNC(=S)NCc2ccncc2)cc1 do in these assays?
S3 lipid droplet: 4%; S3 lipid droplet cell count max: 15

How did COC(=O)c1[nH]c2cc(C)ccc2c1NC(=O)CN1CCN(c2ccccc2OC)CC1 do in these assays?
S3 lipid droplet: inconclusive

How did CCN(CC(=O)NCc1ccc(F)cc1)C(=O)C1CCN(S(=O)(=O)c2ccc(C(C)C)cc2)CC1 do in these assays?
S3 lipid droplet: inconclusive

Results for CC(C)c1ccc(NC2CCCN(C(=O)c3ccoc3)C2)cc1 (stereo not drawn) ?
S3 lipid droplet: 5%; S3 lipid droplet cell count max: -20

How did Nc1nonc1C(=O)NCCNCc1c(OCc2ccccc2F)ccc2ccccc12 do in these assays?
S3 lipid droplet: inconclusive

How did CC1Cc2ccccc2N1S(=O)(=O)c1cccc(C(=O)N2CCCCC2)c1 (stereo not drawn) do in these assays?
S3 lipid droplet: -6%[0.0737 µM]; S3 lipid droplet cell count max: 9

Four neighbouring entries already listed:
How did CCN(CC(=O)NCc1ccc(F)cc1)C(=O)C1CCN(S(=O)(=O)c2ccc(C(C)C)cc2)CC1 do in these assays?
S3 lipid droplet: inconclusive

Results for CC(C)c1ccc(NC2CCCN(C(=O)c3ccoc3)C2)cc1 (stereo not drawn) ?
S3 lipid droplet: 5%; S3 lipid droplet cell count max: -20

How did Nc1nonc1C(=O)NCCNCc1c(OCc2ccccc2F)ccc2ccccc12 do in these assays?
S3 lipid droplet: inconclusive

How did CC1Cc2ccccc2N1S(=O)(=O)c1cccc(C(=O)N2CCCCC2)c1 (stereo not drawn) do in these assays?
S3 lipid droplet: -6%[0.0737 µM]; S3 lipid droplet cell count max: 9

The list is partial; rates above refer to the full screens.
